From PubChem
rCAG RNA binder: r(CAG) repeat RNA binding | TO-PRO-1 dye displacement fluorescence | inhibition, % at 3 µM | 370,000 compounds, 1.3% hits | AID 651821;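 active = inhibition above the plate cutoff, the mean of all test compounds on that plate plus 3 SD, cut at about 35% in these data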;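 also: 0% = DMSO alone and 100% = 100 µM mitoxantrone as full dye displacement; higher means more dye released from RNA so lower well fluorescence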
PRMT1 FP inh: inhibitors of human PRMT1. Q99873. recombinant PRMT1, activity-based probe fluorescence polarization. inhibition, % at 2.79 µM. 370,000 compounds, 1.3% hits. AID 652257;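 active = inhibition above about 21% made by adding two undisclosed values, limit read from the data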
MBD2 DNA inh: blocks human MBD2 binding to methylated DNA; Q9UBB5; TR-FRET, MBD2 binding to methylated oligonucleotide; AID 686964; inhibition, % at 4.4 µM; 370,000 compounds, 0.31% hits; in the data active = inhibition above about 13%
Target sequence (Q9UBB5 whole entry, looked up): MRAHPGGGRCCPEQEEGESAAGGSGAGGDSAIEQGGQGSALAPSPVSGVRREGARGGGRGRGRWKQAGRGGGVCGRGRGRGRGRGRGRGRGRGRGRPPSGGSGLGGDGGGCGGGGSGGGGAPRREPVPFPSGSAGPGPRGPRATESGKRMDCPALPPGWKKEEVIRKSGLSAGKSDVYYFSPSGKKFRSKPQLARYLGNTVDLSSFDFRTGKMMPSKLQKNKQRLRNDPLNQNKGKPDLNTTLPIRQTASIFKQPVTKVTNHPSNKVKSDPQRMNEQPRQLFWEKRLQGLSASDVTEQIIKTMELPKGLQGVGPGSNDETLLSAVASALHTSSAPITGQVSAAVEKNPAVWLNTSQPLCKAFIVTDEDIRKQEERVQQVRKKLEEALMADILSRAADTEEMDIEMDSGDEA
HTRA1 inhibitor: blocks human HTRA1 serine peptidase. inhibition, % at 5.96 µM. Q92743. 340,000 compounds, 0.5% hits. recombinant HTRA1, FP-rhodamine activity-based probe, fluorescence polarization; in the data active = inhibition above about 36%;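 also: 0% = enzyme with DMSO and 100% = wells lacking enzyme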
SIAE primary: human SIAE inhibition, primary screen. inhibition, % at 9.66 µM. Q9HAT2. SIAE FP-Rh probe binding, fluorescence polarization. AID 1053197. 370,000 compounds, 0.69% hits;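 active = inhibition above a cutoff: mean of compounds within the control limits plus 3 SD of those, cut at about 17% in these data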;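 also: 0% = plate median of compound wells and 100% = probe without SIAE protein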
ABHD4 inh: inhibits mouse alpha/beta hydrolase domain 4 | Q8VD66 | purified mABHD4, FP-Rh probe fluorescence polarization | inhibition, % at 8.92 µM | 370,000 compounds, 0.54% hits | AID 720543;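 active = inhibition exceeding the mean over every tested compound plus 3 SD, cut at about 30% in these data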;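 also: 0% = plate median of compound wells and 100% = S159A mutant with DMSO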
Target sequence (Q8VD66 whole entry, looked up, the tested form may be a part): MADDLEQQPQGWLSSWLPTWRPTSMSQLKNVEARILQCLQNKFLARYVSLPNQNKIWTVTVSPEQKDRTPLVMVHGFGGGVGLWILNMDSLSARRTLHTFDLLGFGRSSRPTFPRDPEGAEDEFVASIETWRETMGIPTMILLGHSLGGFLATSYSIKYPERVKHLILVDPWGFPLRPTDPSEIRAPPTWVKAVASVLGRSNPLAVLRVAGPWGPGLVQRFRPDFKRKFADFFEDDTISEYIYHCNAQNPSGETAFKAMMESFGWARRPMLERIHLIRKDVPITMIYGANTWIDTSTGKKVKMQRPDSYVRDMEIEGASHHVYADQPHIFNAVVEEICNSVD
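System: mouse ABHD4 enzyme, wild type / Medium: HEPES pH 7.0, NaCl, Pluronic buffer / Reagent: FP-Rh activity-based fluorescent probe / Control set: S159A mutant high control, sample median low control / Detection: fluorescence polarization with parallel and perpendicular emission, 525/598 nm / Schedule: 45 min + 60 min at 25 °C / Compound dosing: 8.92 µM, single dose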
UHRF1 MBD2 ctr: UHRF1 methyl-DNA binding inhibition; UHRF1 binding to methylated oligo, TR-FRET; inhibition, % at 4.4 µM; 370,000 compounds, 0.75% hits; in the data active = inhibition above about 21%;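 also: UHRF1 SRA domain binding a hemimethylated CpG hairpin DNA probe; 0% = median of test compound wells and 100% = reference inhibitor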
TCR CD3 inh: blocks the human TCR-CD3 interaction | 360,000 compounds, 0.37% hits | inhibition, % at 9.4 µM | AID 651800 | TAMRA-labeled TCR probe fluorescence, biochemical; in the data active = inhibition above about 19%;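 also: recombinant mutant TCR 2C K166C tagged with TAMRA read by polarization; 0% = receptor in buffer alone and 100% = receptor with positive control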
NPR2 activator: GC-B (human) receptor activation; P20594; HEK293-GC-B cells, CNP EC30, cGMP TR-FRET; 0% at EC30 CNP, 100% saturating CNP; activation, % at 10 µM; 370,000 compounds, 0.11% hits; AID 1920062;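 active = activation at 10 µM reaching about 35% in either raw or pattern-adjusted values, limit read from the data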
GC-A act: GC-A (human) enzyme activation; HEK293 GC-A cells, cGMP TR-FRET, EC30 ANP; 0% at EC30 ANP, 100% saturating ANP; activation, % at 10 µM; 370,000 compounds, 0.14% hits; AID 1671463; in the data active = activation above about 40%
Active calls of the source: *; x = no result given.

SMILES	rCAG RNA binder	PRMT1 FP inh	MBD2 DNA inh	HTRA1 inhibitor	SIAE primary	ABHD4 inh	UHRF1 MBD2 ctr	TCR CD3 inh	NPR2 activator	GC-A act
CCn1c(SCC(=O)N(C)CC(=O)Nc2ccc(F)c(F)c2F)nnc1-c1ccco1	-4	-9	2	5	-9	2	-1	4	-1	0
COc1ccc(N(CC(=O)N/N=C/c2ccco2)S(=O)(=O)c2ccccc2)cc1Cl	2	-1	1	-36	3	-1	0	-2	1	-4
Cc1ccc(OC(=O)N(C)C[C@@H]2OCc3cn(nn3)CCCC(=O)N([C@H](C)CO)C[C@H]2C)cc1	2	-1	0	-1	0	0	-1	-4	2	2
CCOc1ccc(NC(=S)Nc2ccc(OCC)cc2)cc1	4	-2	1	-1	5	-3	-5	-1	-5	1
O=C(CN1CCN(S(=O)(=O)c2ccc(F)cc2)CC1)Nc1ccccc1C(=O)NC1CC1	-4	5	1	-6	4	3	1	-13	4	1
CC1(c2ccc3c(c2)OCO3)NC(=O)N(CC(=O)Nc2ccccc2[N+](=O)[O-])C1=O (stereo unspecified)	2	-2	-2	-2	0	0	0	1	-4	3
CCn1c(C)cc(/C=C2/SC(=O)N(CC(=O)N3CCCC3)C2=O)c1C	3	-1	-1	-3	9	4	-5	5	-3	5
CCOC(=O)c1ccc(NC(=O)C(CC)(CC)C(=O)OCC)cc1	-3	-4	-7	-11	-3	-7	-2	-4	4	2
O=C(Oc1ccc(/C=N/NC(=O)c2ccccn2)cc1)c1ccc(Br)cc1	1	0	1	0	-1	2	-1	-9	0	6
NC(=O)C[C@H]1NC(=O)[C@H](CCC(=O)O)NC(=O)c2cc([N+](=O)[O-])cc(I)c2NCCC[C@@H](C(N)=O)NC1=O	21	2	-1	-9	-2	11	0	7	4	1
Cc1ccc(NC(=S)NC(=O)c2cncc(Br)c2)c(C)c1	-2	0	1	x	-4	-6	-3	3	-1	-2
S=c1[nH]nc(Cn2c(-c3ccccn3)nc3ccccc32)n1-c1ccc2c(c1)OCCO2	2	0	2	4	19*	2	0	4	-1	1
C[C@H](CO)N1C[C@H](C)[C@@H](CN(C)C(=O)NC2CCCCC2)OCc2cn(nn2)CCCC1=O	-1	-2	1	x	0	-2	1	-2	3	3
COc1ccc(CCNC(=O)c2cc(C3CC3)nc3c2cnn3C(C)C)cc1	-7	-2	0	-17	-1	-7	1	2	-8	-10
COc1ccc2nc(SCC(=O)Nc3ccc4c(c3)OCCO4)[nH]c2c1	2	1	-2	-5	3	0	-1	2	-11	0
CNC(=O)c1ccc(OCc2ccccc2)c(OC)c1	0	0	0	3	-4	2	0	0	-4	-1
CCCCOC(=O)Nc1nnc(Cc2ccc(Cl)cc2)s1	1	-4	2	-6	5	-4	0	-2	1	-3
Cc1cc2nc(CS)[nH]c2cc1C	16	13	4	4	7	8	-1	-5	-2	0
O=C(Nc1nnc(S(=O)(=O)N2CCCCCC2)s1)c1ccc(Cl)cc1	5	-4	-4	-1	-1	-5	1	-2	4	7
CCOC(=O)c1c(NCCN(C)C)c2ccccc2[nH]c1=O	0	-6	4	10	-2	3	-1	4	2	-1
CC(C)[C@H](NC(=O)N1c2ccccc2NC(=O)[C@@H]1C(C)C)C(=O)N1CCC[C@H]1C(=O)O	-2	6	-1	-2	13	10	2	8	2	3
Cc1cnc(C(=O)OCC(=O)N2c3ccccc3NC(=O)C2(C)C)cn1	0	-1	-1	0	2	5	3	6	4	-2
CN1OC[C@@H]2CN(C(=O)CCc3ccccc3)[C@H](c3cccc(N4CCOCC4)c3)C[C@@H]21	1	4	2	3	-2	-4	4	-9	-3	1
CC(=O)c1ccc(N2CCN(CC3CCCCC3)CC2)cc1	-7	6	-2	1	-1	2	3	-6	4	-3
O=C(NCCNC(=O)c1ccc(Cl)cc1Cl)c1cnccn1	-3	4	0	-1	-3	1	-2	-5	3	-4

Additional results:
SMILES	rCAG RNA binder	PRMT1 FP inh	MBD2 DNA inh	HTRA1 inhibitor	SIAE primary	ABHD4 inh	UHRF1 MBD2 ctr	TCR CD3 inh	NPR2 activator	GC-A act
CC(C)C(NC(=O)c1ccc2c(c1)OCCO2)c1nc2ccccc2[nH]1 (stereo unspecified)	0	3	1	6	-2	3	1	1	0	4
CC(=O)c1sc(NCc2ccccc2)nc1C	2	3	-7	-5	8	1	-1	1	2	1
CNC(=O)NC(=O)CSc1ccc(NC(C)=O)cc1	-2	-1	-2	1	2	9	-2	1	-1	2
O=C(COc1ccccc1)Nc1nc(-c2ccncc2)cs1	6	35*	1	-13	-7	-11	1	-5	-6	-4
COCc1[nH][nH]c(=O)c1/C=N/N1CCOCC1	2	0	-5	6	0	-2	7	9	-2	4
CCOC(=O)c1[nH]c2ccccc2c1NC(=O)CCN1CC(C)OC(C)C1 (stereo unspecified)	-3	-3	-3	4	0	3	-1	8	-1	2
CCC(C)[C@H](NC(=O)N1CC(=O)Nc2ccccc21)C(=O)N[C@H](Cc1ccccc1)C(=O)O (stereo partly specified)	5	2	3	5	0	4	1	-4	-7	2
CCOC(=O)N1CCC(N2Cc3cccc(C(=O)NCc4ccccc4OC)c3C2=O)CC1	2	-1	4	-2	8	-3	-1	8	-4	-2
O=C(C1=C[C@@H](c2ccccc2)C[C@@H](OCCCCO)O1)N1CCOCC1	-1	-3	-3	2	-2	1	8	4	3	1
O=C(Nc1ccc(S(=O)(=O)Nc2nccs2)cc1)c1nn(-c2ccc(F)cc2)ccc1=O	46*	7	4	8	-14	16	4	-1	-3	0
Cc1ccc(SCCC(=O)N2CCCC2)cc1	-5	0	-3	6	0	-7	0	9	3	1
Cc1cccc(NC2=NC3(CCCCC3)N=C(N)N2)c1	5	-1	-4	-3	-3	3	0	1	4	4
CCOC(=O)c1cc2c(=O)n3ccccc3nc2n(C(C)C)c1=NC(=O)c1ccncc1	-6	-3	-3	3	0	-1	-5	3	3	6
O=S1(=O)CCOC[C@H](c2ccccc2)N1Cc1cccc(F)c1	-5	1	2	-1	0	-1	2	2	0	1
O=C(Nc1cccc(Cl)c1)c1ccc2c(=O)n3c(nc2c1)CCCCC3	5	-2	5	-58	-10	-15	-1	-1	5	7
COc1ccc(C(=O)Nc2cc3c(cc2OC)CCCC3)cc1Br	-1	2	8	-32	-1	-1	-3	-2	-8	-5
Cc1ccc(S(=O)(=O)NN2C(=O)/C(=C/c3cccs3)SC2=S)cc1	63*	-1	-6	-5	4	3	-3	4	-6	0
CC(C(=O)Nc1ccc(OCc2ccccc2)cc1)N1CCCC1 (stereo unspecified)	-5	2	1	-3	-7	7	2	-6	1	5
CCCn1c(SCC(=O)NC2CCCCC2)nnc1-c1ccncc1	-3	-1	-1	1	-2	-3	3	6	0	0
CN(C)c1ccc(/C=N/NC(N)=S)cc1[N+](=O)[O-]	-1	13	-19	7	-2	-2	-13	-4	-6	-9
COC(=O)c1[nH]c2ccccc2c1NC(=O)C(C)N1CCOCC1 (stereo unspecified)	0	3	1	-2	-3	1	-1	-1	4	4
COc1ccc(N2CCN(c3cc(=O)n(Cc4ccc(F)cc4)c(=O)[nH]3)CC2)cc1	7	1	1	-5	8	4	0	8	-5	-1
C#CCNC(=O)C1=C[C@@H](c2ccc(C#C)cc2)C[C@@H](OCCCCO)O1	20	7	3	-29	-25	-2	8	-2	2	-1
COc1ccc(OC)c(-c2nnc(SCC(=O)N3CCOCC3)o2)c1	-6	0	-4	9	2	-4	0	4	0	0
COC1=CC(=O)OC(c2ccco2)C1 (stereo unspecified)	1	-3	0	-4	-4	4	-2	1	2	-2

Following part.
SMILES	rCAG RNA binder	PRMT1 FP inh	MBD2 DNA inh	HTRA1 inhibitor	SIAE primary	ABHD4 inh	UHRF1 MBD2 ctr	TCR CD3 inh	NPR2 activator	GC-A act
Cc1ccc(NCc2nnc(SCC(=O)Nc3cccc(O)c3)n2CC2CCCO2)c(C)c1 (stereo unspecified)	0	0	1	1	5	3	-3	5	4	-1
COc1cccc(NC(=O)c2cc(CN3C(=O)c4ccccc4C3=O)ccc2OC)c1	5	-3	-5	-49	-7	-5	-1	-5	1	6
CCOc1ccc(NC(=O)NCc2ccc3c(c2)OCO3)cc1	-2	4	10	9	0	-11	3	-6	-1	-1
COc1cc(OC)c(NC(=O)C2CCCN2C(=O)OCc2ccccc2)cc1Cl (stereo unspecified)	-2	3	-1	2	5	-1	2	9	-1	-1
CC(C)N(Cc1cn(C)nc1-c1cccc(Cl)c1)Cc1nccn1C	-11	-2	-1	-7	-7	-3	0	-6	-5	-5
Cc1cc(C(=O)O)ccc1N=Cc1c(O)ccc2ccccc12	-2	-3	-1	1	8	0	0	1	2	-1
COc1ccc(S(=O)(=O)N2CCC(C(=O)N3CCc4ccccc4C3)CC2)cc1	-3	-2	-1	-2	-7	1	1	0	-13	-14
CCN(CC)CCn1c(NC(=O)c2ccc(C)cc2)nc2ccccc21	1	-3	-3	6	4	6	-4	3	4	0
COC(=O)c1ccn(C(=O)c2ccc(Cl)cc2)n1	2	0	1	-3	4	3	-1	7	2	3
CCN(CC)C(=O)c1sc2[nH]c(=S)n(-c3ccccc3)c(=O)c2c1C	3	3	2	6	3	3	6	1	4	4
COc1ccc(NC(=S)N2CCC3CC2c2c(Cl)cccc23)c(OC)c1 (stereo unspecified)	3	-1	-9	-4	4	5	0	9	0	4
O=C(c1cccc(F)c1)N1CCN(C(=O)C2CC2)CC1	2	-1	-4	11	1	1	1	-2	3	4
C/C(=N\Nc1cc(C)nc(NCc2ccccc2)n1)c1ccc([N+](=O)[O-])cc1	5	-4	-4	-5	-1	12	0	6	0	3
CCc1nc(SCC(=O)Nc2c(C)n(C)n(-c3ccccc3)c2=O)n[nH]1	-2	0	2	5	2	6	0	-3	3	1
Cc1c(NC(=O)CSc2ncnc3c2cnn3-c2ccccc2)c(=O)n(-c2ccccc2)n1C	-7	5	3	-2	3	8	3	1	-4	3
COc1ccc(CC(=O)OCC(=O)NC2CCCCC2)cc1	-1	4	1	7	1	6	-4	-3	0	-1
O=C(Oc1ccc(-c2nc(-c3ccccn3)no2)cc1)c1ccccc1	4	-2	-5	0	3	-4	0	5	7	3
NC(=S)Nc1cccc2cn[nH]c12	-1	-6	0	8	9	3	-3	3	-1	-4
O=C(CN1CCCCCC1)Nc1ccc(Cl)cc1F	-1	-1	-3	-9	-3	7	-2	5	2	1
CCC(C(=O)NC1CCCCC1)n1c2ccccc2c2nc(=O)cc(C)n21 (stereo unspecified)	0	0	-3	2	0	-4	0	1	-14	-24
COc1ccc(Sc2ccccc2CN(C)C)cc1OC	-6	2	-1	4	3	-2	2	10	-3	2
Cc1cc(NC(=O)Nc2cccc(Cl)c2)n(-c2ccccc2)n1	3	-1	2	-9	-1	-9	-1	6	-6	0
COc1ccc(NC(=O)NNC(=O)COc2cc(C)c(Cl)c(C)c2)c(OC)c1	-1	1	0	1	-5	2	-3	0	1	-4

Four entries already listed, sorted by formula weight, highest first.
SMILES	rCAG RNA binder	PRMT1 FP inh	MBD2 DNA inh	HTRA1 inhibitor	SIAE primary	ABHD4 inh	UHRF1 MBD2 ctr	TCR CD3 inh	NPR2 activator	GC-A act
COc1cc(OC)c(NC(=O)C2CCCN2C(=O)OCc2ccccc2)cc1Cl (stereo unspecified)	-2	3	-1	2	5	-1	2	9	-1	-1
COc1ccc(S(=O)(=O)N2CCC(C(=O)N3CCc4ccccc4C3)CC2)cc1	-3	-2	-1	-2	-7	1	1	0	-13	-14
CC1(c2ccc3c(c2)OCO3)NC(=O)N(CC(=O)Nc2ccccc2[N+](=O)[O-])C1=O (stereo unspecified)	2	-2	-2	-2	0	0	0	1	-4	3
O=C(c1cccc(F)c1)N1CCN(C(=O)C2CC2)CC1	2	-1	-4	11	1	1	1	-2	3	4

An excerpt; the hit share may differ from the screen's.
